HSF-1 act: increases HSF-1 driven luciferase reporter signal; hit rate 1.7% among 300,000; NIH3T3-HGL HSF-1 luciferase reporter, MG132, 8 h; 100% = twice DMSO control signal; activation, % at 9 µM;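 active means mean replicate activation of at least 50% with a set share of replicates each reaching 50%; inconclusive means only one of those two conditions met; inactive means mean below 50% and too few replicates reaching it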;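 further: 0% = median of the neutral control wells and 100% = twice that signal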
KLF5 inhibitor: kruppel-like factor 5 inhibition; DLD-1 KLF5 promoter-luciferase reporter, luminescence; inhibition, % at 5 µM; hit rate 0.23% among 290,000;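 active means inhibition above a per-plate limit of that plate's mean compound inhibition plus 3 SD, cut at about 60% in these data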;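 further: 0% = DMSO wells and 100% = LY294002 at 200 µM; higher means less KLF5 promoter-driven luciferase light; inactives centre near -14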
HSF1 inh: HSF1 inhibition; NIH3T3-HGL HSE-luciferase, MG132-induced, luminescence 8 h; stronger effect = lower value; activity change, negative = inhibition, % at 7.5 µM (by protocol); hit rate 0.77% among 300,000; AID 2098;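 active means more than half of replicate wells show activity change below -50%, luminescence cut by over half; inconclusive means some wells, but at most half, below -50%; inactive means no replicate well below -50%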;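 further: luciferase reports HSF-1 transcriptional activity via heat shock element; 0% = median of DMSO wells and -100% = zero luminescence signal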
AI-2 QS modul: modulators of Vibrio harveyi AI-2 quorum sensing system; hit rate 0.4% among 300,000; activity change, % at 7.5 µM; Vibrio harveyi JMH597 AI-2 luminescence/OD600 ratio, 9 h; stronger effect = lower value; strain lacks LuxN and CqsS sensors; 0 = neutral-control median; in the data active means activity change below about -75%, passing the limit was not always enough; inconclusive means no clear call, values can overlap the other calls;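 further: luminescence divided by OD600 gain over 9 h not by final OD600 alone; inactives centre near 13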
aSyn UTR inh: MLPCN primary screen, SNCA 5' untranslated region. hit rate 0.82% among 300,000. inhibition, % (tested at 7.5 µM). AID 1813. alpha-synuclein 5'UTR reporter, inhibitor activity; in the data active means inhibition above about 60%; inconclusive means no clear call, values can overlap the other calls;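 further: H4 neuroglioblastoma cells stably carrying SNCA 5'UTR luciferase fusion; 0% = DMSO wells and 100% = positive control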
IEC-6 tox: counter-screen for KLF5 inhibitors: cytotoxicity in IEC-6 cells; inhibition, % at 5 µM; IEC-6 cytotoxicity, luminescence viability; hit rate 0.78% among 290,000; AID 1825; in the data active means inhibition above about 22%;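 further: 0% = plate median of test compound wells and 100% = cytotoxic reference compound wells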
Platelet DG rel: modulates dense granule release in human platelets. hit rate 0.22% among 300,000. AID 1663. human platelet-rich plasma, SFLLRN dense granule ATP release, luminescence. inhibition, %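 (compounds screened at 7.5 µM in platelet-rich plasma)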;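 active means mean replicate score, as percent of positive control, at or above 50; inconclusive means mean below 50 but at least one replicate at or above 50; inactive means mean and every replicate below 50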
HDAC3 inh: human HDAC3 inhibition. O15379. recombinant HDAC3, fluorogenic peptide/trypsin coupled, fluorescence. inhibition, % at 8.3 µM. hit rate 0.15% among 320,000. AID 2718; in the data active means inhibition above about 26%, passing the limit was not always enough; inconclusive means no clear call, values can overlap the other calls
Target sequence (O15379 whole entry, looked up): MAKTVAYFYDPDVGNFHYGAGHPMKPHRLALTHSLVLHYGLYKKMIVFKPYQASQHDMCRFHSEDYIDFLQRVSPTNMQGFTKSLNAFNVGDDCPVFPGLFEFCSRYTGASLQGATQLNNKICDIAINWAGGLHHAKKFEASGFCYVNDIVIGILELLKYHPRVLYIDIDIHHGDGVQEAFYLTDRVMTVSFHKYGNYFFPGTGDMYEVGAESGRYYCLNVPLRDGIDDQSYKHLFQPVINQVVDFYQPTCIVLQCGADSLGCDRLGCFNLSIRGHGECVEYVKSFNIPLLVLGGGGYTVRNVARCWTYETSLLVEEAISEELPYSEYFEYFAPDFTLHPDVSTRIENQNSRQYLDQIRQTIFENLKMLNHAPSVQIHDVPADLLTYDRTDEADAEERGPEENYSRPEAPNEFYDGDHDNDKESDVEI
HSP90 inh: inhibitors of HSP90 luciferase refolding in rabbit reticulocyte lysate; luciferase refolding luminescence, 3 h; inhibition, % at 5.6 µM; hit rate 0.91% among 290,000; AID 1789;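 active means inhibition above the screen-wide mean plus 3 SD, computed separately per campaign, cut at about 16% in these data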;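 further: 0% = DMSO wells and 100% = 60 µM geldanamycin wells; inhibitors lower the luminescence because luciferase stays unfolded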
HIF act: HIF pathway transcriptional activation; U2OS HRE-luciferase reporter, luminescence; normalized: DMSO 0%, desferrioxamine 100%; activation, % at 7.5 µM (by protocol); hit rate 0.32% among 300,000; AID 1910;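 active means mean activation of at least 10% of the iron chelator positive control signal, with at least half of replicates also reaching 10%; inconclusive means mean and replicate majority disagree about reaching 10%; inactive means mean and most replicates under 10%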
An asterisk follows results filed as active; u = inconclusive; x = no result given.

item | Structure | HIF act | HSF1 inh | HSP90 inh | Platelet DG rel | HSF-1 act | aSyn UTR inh | AI-2 QS modul | HDAC3 inh | IEC-6 tox | KLF5 inhibitor
1 | O=C1COc2ccc(N3C(=O)C=CC3=O)cc2N1 | -3.2 | u | -2.6 | 34.2 | -58.2 | 17.0 | -80.7* | -1.6 | 2.7 | -46.3
2 | CCc1noc(C)c1C(=O)N1CCC(CCC(=O)Nc2cccc(C)c2)CC1 | 0.0 | -4.5 | -1.1 | -22.4 | 4.9 | -10.3 | 24.6 | -9.0 | 2.4 | -30.0
3 | CC(C)Oc1ccc(CCC(=O)N/N=C/c2ccc3c(c2)OCO3)cc1 | -0.5 | -7.3 | 1.5 | -5.1 | -8.1 | -0.6 | -2.4 | 2.2 | 3.5 | -0.2
4 | CC1(C)CC(=O)C(CC(=O)N2CCC(Cc3ccccc3)CC2)C(=O)C1 | -1.1 | 2.8 | -2.0 | -0.2 | 5.6 | 3.1 | 41.8 | 4.1 | -4.1 | -23.2
5 | COc1cc(OC)c(OC)cc1CN1CCC(O)CC1 | 0.1 | -4.6 | -3.1 | 7.5 | 2.1 | -6.7 | 9.4 | -5.4 | 1.7 | -12.3
6 | COC(=O)C1CC(=O)N(CCc2c[nH]c3ccccc23)C1 (stereo not drawn) | 1.4 | -6.2 | 2.8 | 4.2 | 13.1 | 21.6 | -1.3 | 5.2 | -1.7 | -62.0
7 | C/C(CC(=O)NC1CCCCC1)=N\NC(=O)Cc1ccc(-c2ccccc2)cc1 | -1.0 | 2.3 | 0.9 | -2.0 | 0.2 | -2.1 | -2.0 | 0.8 | 7.1 | 4.3
8 | Cc1c(C(Nc2ccccn2)c2ccc(Cl)cc2)c(=O)n(-c2ccccc2)n1C (stereo not drawn) | -1.1 | 0.3 | 0.5 | 0.5 | 12.3 | 40.0 | 11.5 | 5.7 | 4.7 | 53.3
9 | CCOC(=O)c1c(-c2ccccc2)csc1NC(=S)NC | -0.3 | 9.8 | 5.6 | 10.2 | -11.5 | 9.5 | 18.8 | -2.3 | -1.5 | 16.0
10 | Cc1cc(NCCCN2CCOCC2)n2ncc(-c3ccc(Cl)cc3)c2n1 | 1.6 | -2.3 | 1.6 | -1.1 | -5.7 | -58.1 | 13.3 | -2.9 | 10.1 | -39.6
11 | O=C(CN1C(=O)S/C(=C/c2ccncc2)C1=O)Nc1ccccc1 | 0.2 | -0.5 | 5.0 | -3.9 | 3.5 | 3.0 | 18.3 | 6.6 | 3.2 | -71.6
12 | CC(C)(C)c1ccc(NC(=O)C2CCCN(c3cnccn3)C2)cc1 (stereo not drawn) | 1.1 | 12.4 | 1.3 | -11.5 | 18.5 | -18.1 | -4.7 | x | 11.1 | -12.9
13 | O=C(NC1CCCCC1)C1CCCN1S(=O)(=O)c1ccc(Cl)cc1 (stereo not drawn) | -0.4 | 0.0 | 5.2 | -14.0 | -2.6 | 10.9 | -2.5 | 3.1 | 0.4 | -29.9
14 | O=C(CSC(=S)N1CCOCC1)Nc1ccc(S(=O)(=O)Nc2ncccn2)cc1 | -0.3 | 3.7 | -1.9 | -7.5 | 12.2 | -4.9 | 31.0 | 0.9 | -6.1 | -4.5
15 | O=C(NCc1ccccc1Cl)C1CCC(CNc2nc(=S)[nH]c3ccccc23)CC1 (stereo not drawn) | -1.7 | 2.4 | 2.5 | 5.7 | -12.6 | 16.6 | 28.7 | x | -1.1 | -14.8
16 | Cc1cccc(OCC(=O)Nc2ccc(C(=O)Nc3ccccc3C(=O)O)cc2)c1C | 0.0 | -5.1 | -5.7 | 3.5 | 0.6 | 12.5 | 15.9 | 9.5 | 1.1 | -24.1
17 | COc1ccc(CCN2C(=O)C(Oc3ccccc3C)C2c2ccc3c(c2)OCO3)cc1 (stereo not drawn) | 0.0 | 14.5 | -0.1 | 25.3 | 17.6 | 19.7 | 5.1 | 7.3 | -3.2 | 10.0
18 | COc1ccc(NC(=O)C(CC(=O)O)Cc2ccccc2)cc1 (stereo not drawn) | 0.0 | -38.0 | 4.3 | -1.8 | -42.4 | 8.2 | 24.6 | 0.4 | -2.5 | -8.3
19 | Cc1ccccc1C(=O)c1cccn1CC(=O)NCCCN1CC(C)CC(C)C1 (stereo not drawn) | -0.2 | 3.1 | -3.8 | -11.0 | 6.7 | -23.8 | 13.3 | -2.5 | -1.2 | -28.0
20 | O=C(NNC(=O)c1cc(Cl)ccc1O)c1cccs1 | 2.2 | 5.3 | -5.9 | -3.2 | 27.1 | -18.9 | 2.9 | -6.2 | 6.9 | -60.4

Complete entries, looked up by structure:
O=C1COc2ccc(N3C(=O)C=CC3=O)cc2N1 across the screens: HIF act = -3.2; HSF1 inh = u; HSP90 inh = -2.6; Platelet DG rel = 34.2; HSF-1 act = -58.2; aSyn UTR inh = 17.0; AI-2 QS modul = -80.7*; HDAC3 inh = -1.6; IEC-6 tox = 2.7; KLF5 inhibitor = -46.3
O=C(CSC(=S)N1CCOCC1)Nc1ccc(S(=O)(=O)Nc2ncccn2)cc1 across the screens: HIF act = -0.3; HSF1 inh = 3.7; HSP90 inh = -1.9; Platelet DG rel = -7.5; HSF-1 act = 12.2; aSyn UTR inh = -4.9; AI-2 QS modul = 31.0; HDAC3 inh = 0.9; IEC-6 tox = -6.1; KLF5 inhibitor = -4.5

Going on with the list.
item | Structure | HIF act | HSF1 inh | HSP90 inh | Platelet DG rel | HSF-1 act | aSyn UTR inh | AI-2 QS modul | HDAC3 inh | IEC-6 tox | KLF5 inhibitor
21 | O=C(c1cn[nH]c1)N1CCc2c([nH]c3ccccc23)C1c1c(F)cccc1Cl (stereo not drawn) | 0.3 | -3.5 | 1.8 | -5.7 | -4.1 | 43.1 | 20.9 | -1.2 | 7.1 | -14.6
22 | COc1cccc(CNCCN2CCOCC2)c1OC | -0.3 | -8.4 | -0.7 | 0.1 | -1.7 | 16.0 | 20.0 | 10.9 | 1.4 | -14.8
23 | CCN(CC(=O)Nc1ccccc1C(F)(F)F)C(=O)c1ccc2[nH]c3c(c2c1)CC(C)CC3 (stereo not drawn) | -0.7 | 10.7 | x | -18.8 | -4.2 | -3.8 | 23.0 | 12.6 | x | x
24 | COc1ccc(CC(=O)O/N=C(\N)Cc2cccc3ccccc23)cc1OC | -0.4 | -5.9 | 0.3 | -6.1 | -10.6 | 28.5 | 14.4 | 2.9 | -0.6 | -5.6

No new results follow: entries from further up.
item | Structure | HIF act | HSF1 inh | HSP90 inh | Platelet DG rel | HSF-1 act | aSyn UTR inh | AI-2 QS modul | HDAC3 inh | IEC-6 tox | KLF5 inhibitor
15 | O=C(NCc1ccccc1Cl)C1CCC(CNc2nc(=S)[nH]c3ccccc23)CC1 (stereo not drawn) | -1.7 | 2.4 | 2.5 | 5.7 | -12.6 | 16.6 | 28.7 | x | -1.1 | -14.8
16 | Cc1cccc(OCC(=O)Nc2ccc(C(=O)Nc3ccccc3C(=O)O)cc2)c1C | 0.0 | -5.1 | -5.7 | 3.5 | 0.6 | 12.5 | 15.9 | 9.5 | 1.1 | -24.1
17 | COc1ccc(CCN2C(=O)C(Oc3ccccc3C)C2c2ccc3c(c2)OCO3)cc1 (stereo not drawn) | 0.0 | 14.5 | -0.1 | 25.3 | 17.6 | 19.7 | 5.1 | 7.3 | -3.2 | 10.0
18 | COc1ccc(NC(=O)C(CC(=O)O)Cc2ccccc2)cc1 (stereo not drawn) | 0.0 | -38.0 | 4.3 | -1.8 | -42.4 | 8.2 | 24.6 | 0.4 | -2.5 | -8.3
19 | Cc1ccccc1C(=O)c1cccn1CC(=O)NCCCN1CC(C)CC(C)C1 (stereo not drawn) | -0.2 | 3.1 | -3.8 | -11.0 | 6.7 | -23.8 | 13.3 | -2.5 | -1.2 | -28.0
20 | O=C(NNC(=O)c1cc(Cl)ccc1O)c1cccs1 | 2.2 | 5.3 | -5.9 | -3.2 | 27.1 | -18.9 | 2.9 | -6.2 | 6.9 | -60.4
21 | O=C(c1cn[nH]c1)N1CCc2c([nH]c3ccccc23)C1c1c(F)cccc1Cl (stereo not drawn) | 0.3 | -3.5 | 1.8 | -5.7 | -4.1 | 43.1 | 20.9 | -1.2 | 7.1 | -14.6
22 | COc1cccc(CNCCN2CCOCC2)c1OC | -0.3 | -8.4 | -0.7 | 0.1 | -1.7 | 16.0 | 20.0 | 10.9 | 1.4 | -14.8
23 | CCN(CC(=O)Nc1ccccc1C(F)(F)F)C(=O)c1ccc2[nH]c3c(c2c1)CC(C)CC3 (stereo not drawn) | -0.7 | 10.7 | x | -18.8 | -4.2 | -3.8 | 23.0 | 12.6 | x | x
24 | COc1ccc(CC(=O)O/N=C(\N)Cc2cccc3ccccc23)cc1OC | -0.4 | -5.9 | 0.3 | -6.1 | -10.6 | 28.5 | 14.4 | 2.9 | -0.6 | -5.6

High-throughput results as filed in PubChem BioAssay.
